FUS suppressor = suppressors of FUS proteinopathy in yeast. S. cerevisiae FUS-expressing, growth rescue, OD600, 24 h. Potency, µM (titrated, usually from 76.6 µM), without a hit: at the highest dose growth rescue (activation), usual class: activators. 0.24% of 390,000 active. AID 1347120; active means well fitted activation curve with a large enough effect; inconclusive means small, poorly fitted or top-dose-only effect; inactive means no such curve, though single readings can be large or run the other way;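 further: plate controls were DMSO vehicle for no effect and reference control for full effect; nearly all actives have a fitted effect of over 55% in size; some results filed as inactive show a strong effect at the top dose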
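Absorbance at 600 nm, taken 24hr after compound addition, measured rescue of FUS-yeast growth at 30C. Induction used 2% galactose with seeding at OD 0.005. Controls: CP55940 from 92uM final, DMSO only.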
An asterisk follows results filed as active; u = inconclusive. Potency means the concentration at half of the fitted maximal effect. Not all compounds are listed; count on the stated rates, not on these rows.

SMILES | FUS suppressor
COC(=O)[C@]12CCCCC=C1N(Cc1ccc(OC)cc1)C(=O)[C@@H]2CC(=O)NCCCCc1ccccc1 | u
CCOC(=O)[C@]12CCCC3=C1N(CCC3)C(=O)[C@@H](CC(=O)NCc1cccc3ccccc13)C2 | 23%
O=C1CCc2cc(S(=O)(=O)N3CCN(c4ccccc4Cl)CC3)ccc2N1 | 4%
Cc1ccc2c(c1)C1CS(=O)(=O)N(CC(C)C)C(=O)N1C2 (centres undefined) | -7%
CC(=O)c1cc(-c2ccc([N+](=O)[O-])cc2)c(=O)n2c1CCC2 | 2%
Cc1cccc(Cn2cc(COC(=O)Nc3ccc(F)cc3)nn2)c1 | -13%
COC(=O)C[C@@H]1CC[C@H]2[C@@H](COc3ccc(NS(=O)(=O)CC(F)(F)F)cc3C(=O)N2C)O1 | -18%
CN(Cc1ccccc1F)C(=O)C1C2C=CC3(CN(Cc4ccccc4)C(=O)C13)O2 (centres undefined) | 5%
COC(=O)[C@]12C[C@H](CC(=O)N3CCN(C(=O)c4ccco4)CC3)C(=O)N(CCC3=CCCCC3)C1=C[C@H](C(C)C)O[C@@H]2C1CC1 | u
O=S1(=O)CC2c3ccccc3CN2CN1Cc1ccc(F)cc1 (centres undefined) | 14%
COC(=O)[C@]12C[C@H](CC(=O)NCc3ccc(OC)c(OC)c3)C(=O)N(Cc3cccc4ccccc34)C1=C[C@H](C(C)(C)C)O[C@@H]2C | u
CCOC(=O)Cn1cc(CN2C(C(=O)OC)CN(Cc3ccc(OC)cc3)CCS2(=O)=O)nn1 (centres undefined) | -7%
COC(=O)c1cc(S(=O)(=O)N2CCN(c3ccccc3C)CC2)cn1C | u
CC(C)(C)c1ccc(-c2nnc3n2N=C(c2ccc(Cl)cc2)CS3)cc1 | 4%
CN(CCc1ccccn1)C(=O)Cn1nc(-c2ccccc2)ccc1=O | -2%
CCCCn1nnnc1C1c2ccccc2OCC(=O)N1Cc1ccc2c(c1)OCO2 (centres undefined) | 7%
C=CCn1c(SCC(N)=O)nnc1-c1ccc(C)cc1 | -2%
C/C=C/c1ccc([C@@H]2[C@H](CO)N(S(C)(=O)=O)[C@H]2CN(C)C(=O)CC)cc1 | 0%
CCCC(=O)OC12CCCN(C1)/C(=C/c1ccc(C#N)cc1)C2 (centres undefined) | -11%
CC(=O)N[C@@H](C)CCc1ccc(Oc2ccc(OC(C)C)nc2)cc1 | 16%
CCCC1CCC2(CC1)CCC2OC(=S)NCCc1ccc(Cl)cc1 (centres undefined) | 32%
COc1ccc(-n2c(SCC(=O)Nc3cc(C)c(NC(=O)c4ccccc4)cc3OC)nnc2-c2ccccc2F)cc1 | u
C/C(C=NNC(=O)c1cc(-c2ccc(Cl)cc2)n[nH]1)=C\c1ccccc1 | 14%
N#CCC[C@@H]1CC[C@]2(CCCN(C(=O)C3CCCC3)C2)O1 | -12%
Cc1cccc(-c2cccc3c4c([nH]c23)[C@@H]2C[C@H]3[C@@H](C(=O)N2CC4)[C@H](C)ON3C)c1 | u
(next part)
SMILES | FUS suppressor
CC(C)C[C@@H]1NC(=O)[C@H]2C[C@]3(c4ccccc4)c4ccccc4N[C@H]3N2C1=O | 32%
COC(=O)[C@]12C[C@H](CC(=O)NCCc3ccccc3OC)C(=O)N(Cc3cccc4ccccc34)C1=C[C@H](C(C)(C)C)O[C@@H]2C | 14µM*
COC(=O)[C@]12C[C@H](CC(=O)N3CCN(C(=O)c4ccco4)CC3)C(=O)N(Cc3ccco3)C1=C[C@H](C(C)(C)C)O[C@@H]2C | u
CCCCN(C)C(=O)CNc1nnnn1-c1ccccc1 | -4%
COc1ccc(C2CCC3(CCC(=O)N3CCOC(=O)NCc3ccc(Cl)cc3)CC2)cc1 (centres undefined) | u
CCCCNC(=O)C[C@@H]1C(=O)N(CCc2ccc(Cl)cc2)C2=CCCC[C@]21C(=O)OCC | 33%
CCOc1cccc(-c2nnc3n2N=C(c2ccc(OC)cc2)CS3)c1 | 20%
CC1(c2nnnn2-c2ccc3ccccc3c2)CSCC(=O)N1C1CC1 (centres undefined) | -2%
COCCN(C[C@@H]1[C@H](c2ccccc2)[C@H](CO)N1c1nc(C)c(C)s1)S(=O)(=O)c1ccccc1[N+](=O)[O-] | 43%
CCCCN1CCS(=O)(=O)N(Cc2ccc(Cl)cc2)C(C(=O)OC)C1 (centres undefined) | 0%
O=C1N(c2ccccc2)CC2CC(c3ccccc3)N3CCCC123 (centres undefined) | 3%
Oc1ccc(CNc2cccnc2)c2cccnc12 | u
Cn1c2cc(S(C)=O)sc2c2cnn(Cc3cccc(N)c3)c(=O)c21 (centres undefined) | 30%
COc1ccc(CCNC(=O)Nc2ccc3c(c2)[C@@]2(CC(=O)N(CC(C)C)C2c2ccccc2)C(=O)N3C)cc1OC (some centres undefined) | u
Cc1nn(-c2ccccc2)c2sc(C(=O)NC3CCCCCCC3)cc12 | 8%
CC(C)CCN(C)C1CCN(C(=O)Nc2ccc(Cl)cc2)CC1 | -3%
COc1ccc(-n2c(COc3ccc(C)cc3)nnc2SCC(=O)c2ccc(-c3ccccc3)cc2)cc1 | 31%
CCC(=O)N1CCc2cc(Br)c(S(=O)(=O)NCCCN(C)Cc3ccccc3)cc21 | -11%
COC(=O)C1CN(Cc2cn(CCOC(C)=O)nn2)CCS(=O)(=O)N1Cc1ccc(Cl)cc1 (centres undefined) | -10%
COc1ccc(-c2nc3ccccc3c(=O)n2Cc2ccccc2)cc1COc1ccc(NC(C)=O)cc1 | 19%
CN(CCO)c1cccc2c1S(=O)(=O)N(Cc1cn(Cc3ccccc3C(F)(F)F)nn1)Cc1ccccc1O2 | u
O=C(C1CCCN1S(=O)(=O)c1ccccc1[N+](=O)[O-])N1CCc2ccccc2C1 (centres undefined) | 13%
Cc1ccc(-n2c(SCC(=O)c3ccc(-c4ccccc4)cc3)nnc2-c2ccc(C(C)(C)C)cc2)cc1 | 30%
CC(C)[C@@H]1C(=O)N[C@H](Cc2cn(S(=O)(=O)c3ccccc3)c3ccccc23)C(=O)N1C | 22%
O=C(CCc1ccccc1)N[C@H]1[C@@H](OC(=O)c2cccnc2)CCC[C@@]12C(=O)N(Cc1ccccc1)c1ccccc12 | u
Further records follow:
SMILES | FUS suppressor
CCOC(=O)NC[C@@]1(C(=O)OC)CC(=O)N(C)[C@@H]1c1ccccc1 | -20%
COC1=C[C@H](C(=O)NC2CCN(Cc3ccccc3)CC2)[C@@]2(C)Cc3ccccc3[C@H]2CC1=O | -2%
COC(=O)C1CN(CCc2ccccc2)CCS(=O)(=O)N1Cc1cccc(Cl)c1 (centres undefined) | 30%
CN(C)c1ccc(/C=N\NC(=O)c2cccc(S(=O)(=O)N(C)C)c2)cc1 | 2%
Cc1ccc2nc(-c3ccc(NC(=O)CSc4nnc(-c5cccc(Cl)c5)n4Cc4ccco4)cc3)sc2c1 | u
O=C(Cn1nnc(-c2ccc(N3CCOCC3)cc2)n1)c1ccc(F)cc1 | 9%
COC(=O)[C@]12C[C@H](CC(=O)N3CCN(C(=O)c4ccco4)CC3)C(=O)N(Cc3cccc4ccccc34)C1=C[C@H](C1CCCC1)O[C@@H]2C | 16µM*
CN1C(=O)c2cc(NC(=O)Cc3cccs3)ccc2OC[C@H]2O[C@@H](CC(=O)NCCCN3CCOCC3)CC[C@@H]21 | -9%
Clc1ccc([C@H]2OC[C@@]3(CNCCc4c[nH]c5ccccc45)CS[C@H](c4ccc(Cl)cc4)N23)cc1 | 0%
COC(=O)[C@]12C[C@H](CC(=O)NCc3ccccc3)C(=O)N(CCc3ccc(OC)c(OC)c3)C1=C[C@H](COCc1ccccc1)O[C@@H]2C | u
O=C(Cc1cc(=O)[nH][nH]1)N/N=C/c1ccccc1C(F)(F)F | 4%
Cc1ccc(C)c(NC(=O)CCS(=O)(=O)c2ccccc2)c1 | 2%
O=C(NC1CCCC1)C1CSCCS(=O)(=O)N1Cc1ccccc1 (centres undefined) | -10%
COC(=O)[C@]12C[C@H](CC(=O)NCc3ccc(C)o3)C(=O)N(Cc3ccco3)C1=C[C@H](C1CCCC1)O[C@@H]2C | u
CCOc1ccc(/C=N/n2c(-c3n[nH]c4c3CCC4)n[nH]c2=S)cc1 | 3%
O=C(c1cscn1)N1CCC(Oc2cccnc2)CC1 | -22%
C=C1CCC2C(C)(C)CCC[C@]2(C)[C@H]1CC1=C(O)C(=O)C(CO)=CC1=O (some centres undefined) | u
CC(C)CNS(=O)(=O)/C=C/c1ccccc1CNC(=O)OC(C)(C)C | -2%
O=C(COc1ccc(F)c(Cl)c1)N[C@H]1CCCN(CC2CC2)C1 | -8%
CCOC(=O)N1CCN(C(=O)C[C@@H]2C(=O)N(CCc3ccc(Cl)cc3)/C3=C/CCCCC[C@@]32C(=O)OCC)CC1 | u
CC(C)(N[C@@H](Cc1ccccc1)C(=O)NCC(c1ccccc1)c1ccccc1)C(=O)NC1CCCCC1 | 2%
Cc1ccc(NC(=S)NNC(=O)CSc2nnc(SCc3ccccc3Cl)s2)cc1 | 14%
O=S(=O)(N[C@H]1CCCC[C@@H]1N1CCOCC1)c1ccc(Cl)cc1 | -12%
COC(CNC(=O)[C@H](Cc1c[nH]c2ccccc12)NC1(C(=O)NC2CCCCC2)CCCCC1)OC | 12%
Cc1cc(C(=O)Nc2ccc(F)cc2)n(-c2ccccc2)n1 | 10%
Other structures.
SMILES | FUS suppressor
O=C(c1cc(-c2ccccc2)on1)N1CCC(Oc2cccnc2)CC1 | 2%
O=C(NCc1cccnc1)O[C@H]1CC[C@@]23CCCN2C(=O)CCC[C@H]3C1 | -14%
COc1ccc(-c2cc(-c3nnc4sc(Cc5cccs5)nn34)[nH]n2)cc1 | 36%
C[C@H]1COc2cc(Br)ccc2S(=O)(=O)N1Cc1cn(CCC2OCCCO2)nn1 | -15%
COc1ccc(-n2c(SCC(=O)NCC3CCCO3)nnc2-c2ccncc2)cc1 (centres undefined) | 8%
COC(=O)C[C@H]1CC[C@H]2[C@H](COc3ccc(NS(=O)(=O)c4cccc(F)c4)cc3C(=O)N2C)O1 | 22%
CCOc1ccc(-n2c(SCC(=O)Nc3ccc(S(=O)(=O)Nc4cc(C)nc(C)n4)cc3)nnc2-c2ccco2)cc1 | 44%
CCCCCN1CCCCC(NC(=O)C(C)CCC)C1=O (centres undefined) | -9%
CC(C)CN1C(=O)[C@]2(CC(=O)N(C)C2c2ccccc2)c2cc(-n3cc(CCc4ccccc4)nn3)ccc21 (some centres undefined) | -8%
O=C(NCC1COc2ccccc2O1)c1ccc(NC(=O)C(Cl)Cl)cc1 (centres undefined) | -13%
CCn1c2ccccc2c2cc(NC(=O)COC(=O)c3ccc(F)cc3Cl)ccc21 | -4%
C[C@@H]1CCN(C2CC2)S(=O)(=O)c2ccc(N3CCC[C@@H]3CO)cc2O1 | -1%
COc1cccc(-c2ccc(CC[C@H]3O[C@H]4CC[C@H](CO)O[C@H]4C[C@H]3NS(C)(=O)=O)cc2)c1 | u
COC(=O)[C@]12C[C@H](CC(=O)NCc3cccc4ccccc34)C(=O)N(CCc3ccc(OC)c(OC)c3)C1=C[C@H](C1CCCC1)O[C@@H]2C | 13µM*
CCC(C)[C@@H](C(=O)OC)N(Cc1cn(Cc2ccccc2)nn1)S(=O)(=O)c1ccccc1Br (some centres undefined) | 33%
COC(=O)[C@]12C[C@H](CC(=O)NCCCN3CCCC3=O)C(=O)N(CCC3=CCCCC3)C1=C[C@H](C(C)C)O[C@@H]2C1CC1 | 45%
Cc1ccc(NC(=O)OC2CC3CC2[C@H]2CCCCN2C3)cc1C (some centres undefined) | 14%
CCCCOCCCNC(=O)C[C@H]1C[C@@]2(C(=O)OC)C(=C[C@H](C(C)C)O[C@@H]2C2CC2)N(Cc2ccc(Cl)cc2Cl)C1=O | u
C=CCN(C)CC#Cc1ccc(F)cc1 | -13%
COC(=O)[C@]12C[C@H](CC(=O)N3CCN(C(=O)c4ccco4)CC3)C(=O)N(Cc3ccco3)C1=C[C@H](C(C)C)O[C@@H]2C1CC1 | u
S=c1[nH]nc(-c2n[nH]c3c2CCC3)n1N=Cc1ccc(OCc2ccccc2)cc1 | 0%
O=C(O[C@H]1CC[C@@]23CCCN2C(=O)CCC[C@H]3C1)N1CCN(c2ccccc2)CC1 | 11%
COCC#Cc1ccc(CC[C@H]2O[C@H]3CC[C@@H](CO)O[C@H]3C[C@H]2n2cc(C3CC3)nn2)cc1 | u
COC(=O)[C@]12C[C@H](CC(=O)N3CCCC3)C(=O)N(Cc3ccco3)C1=C[C@H](C(C)(C)C)O[C@@H]2C | 29%

Arranged by length of the SMILES (falling): some entries from above
SMILES | FUS suppressor
COC(=O)[C@]12C[C@H](CC(=O)NCc3cccc4ccccc34)C(=O)N(CCc3ccc(OC)c(OC)c3)C1=C[C@H](C1CCCC1)O[C@@H]2C | 13µM*
COC(=O)[C@]12C[C@H](CC(=O)N3CCN(C(=O)c4ccco4)CC3)C(=O)N(Cc3ccco3)C1=C[C@H](C(C)C)O[C@@H]2C1CC1 | u
COC(=O)[C@]12C[C@H](CC(=O)N3CCCC3)C(=O)N(Cc3ccco3)C1=C[C@H](C(C)(C)C)O[C@@H]2C | 29%
COC(=O)C[C@H]1CC[C@H]2[C@H](COc3ccc(NS(=O)(=O)c4cccc(F)c4)cc3C(=O)N2C)O1 | 22%
COCC#Cc1ccc(CC[C@H]2O[C@H]3CC[C@@H](CO)O[C@H]3C[C@H]2n2cc(C3CC3)nn2)cc1 | u
S=c1[nH]nc(-c2n[nH]c3c2CCC3)n1N=Cc1ccc(OCc2ccccc2)cc1 | 0%
C[C@H]1COc2cc(Br)ccc2S(=O)(=O)N1Cc1cn(CCC2OCCCO2)nn1 | -15%
CCn1c2ccccc2c2cc(NC(=O)COC(=O)c3ccc(F)cc3Cl)ccc21 | -4%
COc1ccc(-c2cc(-c3nnc4sc(Cc5cccs5)nn34)[nH]n2)cc1 | 36%
COc1ccc(-n2c(SCC(=O)NCC3CCCO3)nnc2-c2ccncc2)cc1 (centres undefined) | 8%
Cc1ccc(NC(=O)OC2CC3CC2[C@H]2CCCCN2C3)cc1C (some centres undefined) | 14%
CCCCCN1CCCCC(NC(=O)C(C)CCC)C1=O (centres undefined) | -9%
C=CCN(C)CC#Cc1ccc(F)cc1 | -13%
